Compound activity from PubChem BioAssay.
Efflux pump inh = inhibitors of Candida antifungal efflux pumps expressed in yeast; inhibition, % at 10 µM; AID 485275; 330,000 compounds, 0.44% hits; S. cerevisiae Candida pump triplex, Nile Red efflux;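 active = plate passing quality check with inhibition over a set limit, or well fluorescence over plate mean plus 4 SD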;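 note: Nile Red retained in pooled yeast measured as flow cytometry median fluorescence; 0% = buffer negative control and 100% = Enniatin B positive control; higher means more Nile Red kept so more efflux inhibition; some compounds called inactive have numbers as strong as hits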
TPT1 inhibitor = C. albicans TPT1 enzyme inhibition; recombinant caTPT1, FP RNA substrate dephosphorylation; inhibition, % at 5 µM; 300,000 compounds, 0.81% hits;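 active = inhibition above the mean of all tested compounds plus 3 SD, set per screening campaign, cut at about 24% in these data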;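 note: plate controls were DMSO alone for no effect and ferristatin control at 100 nM for full effect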
PP5 inh = inhibitors of human protein phosphatase 5 (PP5). AID 1987. inhibition, % at 6.7 µM. 320,000 compounds, 0.18% hits. purified PP5c, OMFP substrate fluorescence. P53041;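 active = inhibition above the campaign's mean inhibition across all tested compounds plus 3 SD, cut at about 9.5% in these data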;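 note: 0% = DMSO only and 100% = 100 µM cantharidin control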
PP1 counter = counter-screen for PP5 inhibitors: inhibitors of human PP1-alpha; purified PP1alpha, OMFP fluorescence; inhibition, % at 6.7 µM; P62136; 320,000 compounds, 0.9% hits;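 active = inhibition above the mean inhibition of all tested compounds plus 3 SD, computed separately for each screening campaign, cut at about 15% in these data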
Target sequence (P62136 whole entry, looked up): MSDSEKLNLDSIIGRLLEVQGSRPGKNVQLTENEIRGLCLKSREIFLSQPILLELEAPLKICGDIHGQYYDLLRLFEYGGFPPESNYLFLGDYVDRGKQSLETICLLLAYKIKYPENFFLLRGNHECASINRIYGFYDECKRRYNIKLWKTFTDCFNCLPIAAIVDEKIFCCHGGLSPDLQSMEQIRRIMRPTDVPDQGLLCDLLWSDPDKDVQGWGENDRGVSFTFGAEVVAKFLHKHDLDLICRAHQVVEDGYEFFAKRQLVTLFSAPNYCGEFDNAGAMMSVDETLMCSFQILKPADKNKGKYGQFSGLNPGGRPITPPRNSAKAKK
HCV core dimer = blocks dimerization of HCV core protein; 300,000 compounds, 0.33% hits; inhibition, % at 5 µM; TR-FRET GST/Flag-core106 dimerization, 1536-well;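 active = inhibition above the mean of all tested compounds plus 3 SD, set per screening campaign, cut at about 45% in these data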
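test system = GST/Flag-tagged HCV core106 proteins | probe or stimulus = Eu donor and XL665 acceptor anti-tag antibodies | times = compound-protein-antibody incubation 4 h at 22.5 °C | signal = TR-FRET, excitation 340 nm, emission 617 and 671 nm | measure = percent inhibition of core106 dimerization signal | controls = wells lacking GST-core106 and wells with excess unlabelled core106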
GASC-1 inh = blocks human GASC-1 demethylase activity; Q9H3R0; GST-JMJD2C(1-420) H3K9me3 demethylation, DELFIA europium; inhibition, % at 2.35 µM; 330,000 compounds, 0.069% hits; AID 2099;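 active = more than half of a compound's replicate wells show inhibition beyond 50%, single wells judged on their own value; inconclusive = some, but no more than half, of replicates pass 50% inhibition; inactive = no replicate passes 50% inhibition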;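 note: signal counts dimethyl H3K9 product captured on neutravidin plate; 0% = median of DMSO wells and 100% = 0.3 times that DMSO median; strong numbers were not always called active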
Target sequence (Q9H3R0 1-420 limits assumed): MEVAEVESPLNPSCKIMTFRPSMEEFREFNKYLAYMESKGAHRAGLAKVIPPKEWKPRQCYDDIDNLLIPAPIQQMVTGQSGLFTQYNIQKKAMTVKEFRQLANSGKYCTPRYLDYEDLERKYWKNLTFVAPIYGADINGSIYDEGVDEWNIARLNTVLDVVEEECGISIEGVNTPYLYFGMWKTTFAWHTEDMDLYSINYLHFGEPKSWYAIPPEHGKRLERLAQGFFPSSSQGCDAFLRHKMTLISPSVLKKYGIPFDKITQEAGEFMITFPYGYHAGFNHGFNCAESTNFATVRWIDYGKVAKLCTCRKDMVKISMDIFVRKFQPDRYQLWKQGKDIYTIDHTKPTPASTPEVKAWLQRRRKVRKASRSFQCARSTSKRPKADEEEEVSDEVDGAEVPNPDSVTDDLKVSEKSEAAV
CTSL1 counter = cathepsin L1 inhibition, PFM18AAP counter-screen; AID 1906; 300,000 compounds, 0.49% hits; inhibition, % at 5.96 µM; recombinant F. hepatica cathepsin L1, Z-Leu-Arg-MCA fluorescence;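 active = inhibition above the mean of all tested compounds plus 3 SD, set per screening campaign, cut at about 17% in these data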;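 note: 0% = plate median of test compound wells and 100% = 1 µM Z-Phe-Ala-diazomethylketone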
LYPLA2 inh = LYPLA2 (human) inhibition in PME1 counter-screen | O95372 | AID 2177 | 320,000 compounds, 0.38% hits | inhibition, % at 5.9 µM | recombinant LYPLA2, FP-Rh probe fluorescence polarization;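 active = inhibition above the screen-wide mean plus 3 SD, limit set per campaign, cut at about 26% in these data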;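 note: 0% = LYPLA2 with DMSO and 100% = wells lacking LYPLA2 enzyme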
Target sequence (O95372 whole entry, looked up): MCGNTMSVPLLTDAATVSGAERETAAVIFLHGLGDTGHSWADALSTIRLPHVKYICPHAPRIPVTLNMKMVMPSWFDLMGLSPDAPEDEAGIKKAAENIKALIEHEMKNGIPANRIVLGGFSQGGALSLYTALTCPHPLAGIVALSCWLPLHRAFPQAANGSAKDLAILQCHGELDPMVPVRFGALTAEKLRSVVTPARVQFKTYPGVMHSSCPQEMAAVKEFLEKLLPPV
PREPL inh = inhibitors of human prolyl oligopeptidase-like enzyme PREPL; Q4J6C6; recombinant PREPL, fluorescence polarization activity-based probe; inhibition, % at 5.96 µM; 320,000 compounds, 0.68% hits; AID 2751; in the data active = inhibition above about 43%;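 note: 0% = enzyme with DMSO and 100% = wells lacking enzyme; many of its hits are not listed in these tables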
The depositor's hits bear a star; ? = inconclusive; . = no result given.

SMILES	Efflux pump inh	TPT1 inhibitor	PP5 inh	PP1 counter	HCV core dimer	GASC-1 inh	CTSL1 counter	LYPLA2 inh	PREPL inh
O=C1CC(c2ccco2)Cc2nc(Nc3ccc(F)cc3)ncc21 (configuration not stated)	-0.3	2	0.9	10	-3	3	3	0	-3
Oc1cccc(C=Nc2cccc3ccccc23)c1O	-0.1	5	-5.0	13	10	13	-3	-9	28
CCOc1cc(S(=O)(=O)Nc2ccccc2CC)ccc1Cl	0.0	-1	4.1	3	3	-3	3	-3	17
CN(Cc1cc2ccccc2[nH]c1=O)C(=O)COc1ccccc1	-0.1	0	1.5	-2	6	-6	0	7	-2
Cc1cc(OCC(=O)N2CCOCC2)c(C(C)C)cc1Cl	0.0	0	2.3	-4	0	-4	-8	-2	17
Fc1ccccc1Nc1nc(NCc2ccco2)nc(N2CCOCC2)n1	0.0	-2	4.0	-1	0	-18	-2	6	1
C/C(=N\N=C(c1ccccc1)c1ccccc1)c1cccs1	0.1	2	1.7	0	-1	2	-1	0	15
Cc1cccc(NC(=O)c2c(F)c(F)c(F)c(F)c2F)c1	0.0	-1	2.0	1	-6	?	-3	9	-1
Cc1ccc(NC(=O)Cc2ccsc2)cc1Cl	-0.2	2	-0.8	0	1	-2	-1	3	-3
COc1ccc(-c2[nH]ncc2/C=N/NC(=O)c2ccc(Br)cc2)c(OC)c1	-0.1	0	2.4	1	-3	-5	2	-8	-13
CCCC(C)NC(=O)c1cc(S(=O)(=O)N2CCCCCC2)ccc1OC (configuration not stated)	0.2	.	0.2	-5	.	9	.	0	4
Cc1c(N=Cc2cc3c(cc2Cl)OCO3)c(=O)n(-c2ccccc2)n1C	-0.1	-2	-0.2	0	2	-26	2	6	16
CCCCN(CC)C(=O)Cc1ccccc1OC	0.1	-6	3.8	2	-1	-1	-4	3	5
O=C(NCCCN1CCOCC1)C(=O)N/N=C/c1ccccc1O	0.8*	1	-0.5	4	4	10	-4	0	10
C=CCNc1cc(C(F)(F)F)nc(-c2ccccn2)n1	0.0	0	1.8	-3	-2	6	1	1	3
CCOC(=O)C1CCN(C(=O)/C=C/c2ccc3c(c2)OCO3)CC1	-0.2	1	1.4	-1	-2	4	-1	4	-1
COc1cc(/C=C/C(=O)Nc2ccc(N3CCCCC3)c(S(=O)(=O)Nc3ccccc3Cl)c2)cc(OC)c1OC	-0.3	0	-0.5	-1	19	3	2	-4	-5
COc1ccc(C(C(=O)NC2CCCC2)N(CCCO)C(=O)c2snc(C(N)=O)c2N)cc1 (configuration not stated)	-0.2	-4	1.7	-1	-7	-3	3	-2	5
NC(=O)c1ccccc1NC(=O)CN1CCN(Cc2ccc(Cl)cc2Cl)CC1	0.3	0	2.3	5	0	0	2	0	13
COC(=O)C(Nc1ccccc1Cl)(c1cc(C)c(O)c(C)c1)C(F)(F)F (configuration not stated)	-0.1	-3	2.8	4	5	-34	7	2	0
CC1(C)Cc2c(c(=S)nc(-c3ccccc3)n2CCOCCO)CO1	-0.1	-1	0.0	2	-2	6	0	-2	6
Cc1ccc(C)c(COC(=O)c2cc(S(=O)(=O)N3CCCCC3)ccc2N2CCOCC2)c1	0.1	0	2.0	-2	3	-1	4	5	1
O=C(Nc1ccccc1C(=O)NCC1CCCO1)c1ccc(Cl)cc1Cl (configuration not stated)	0.1	-3	0.4	-3	-9	0	-2	5	9
CCc1nn(C(CC)C(=O)NCc2cccc(OC)c2OC)c(=O)c2cc3occc3n12 (configuration not stated)	0.0	-3	2.8	-4	6	-3	-4	2	-3
CCCCCN(C(=O)COC(=O)c1ccc(C)cc1)c1c(N)n(CCCC)c(=O)[nH]c1=O	0.2	.	-0.3	-2	.	6	.	-5	3
(continued)
SMILES	Efflux pump inh	TPT1 inhibitor	PP5 inh	PP1 counter	HCV core dimer	GASC-1 inh	CTSL1 counter	LYPLA2 inh	PREPL inh
Cc1ccc(C(=O)OCC(=O)Nc2ccccc2N2CCOCC2)cc1	0.1	1	2.3	-3	0	-9	4	2	16
CCCCn1c(N)c(N(CC(C)C)C(=O)CSCC(=O)Nc2cccc(C)c2)c(=O)[nH]c1=O	0.3	3	-0.6	-6	1	12	1	-2	13
CC(=O)NC(=S)Nc1cc(C(=O)O)ccc1Cl	0.1	1	-2.0	-7	-2	-15	4	-3	18
CC(C)CN(C(=O)COC(=O)C12CC3CC(CC(Cl)(C3)C1)C2)c1c(N)n(Cc2ccccc2)c(=O)[nH]c1=O	0.0	0	-2.7	-6	8	-1	-3	6	-3
O=C(CN1CCN(c2ccc(O)cc2)CC1)N(C1CC1)C1CCS(=O)(=O)C1 (configuration not stated)	-0.2	.	-0.1	-7	.	11	.	3	5
Cc1c(Br)c([N+](=O)[O-])nn1C(C)C(=O)Nc1ccc2c(c1)OCO2 (configuration not stated)	-0.1	-4	0.3	-2	8	2	0	8	17
COc1cccc(C(=O)Nc2nnc(S(=O)(=O)N3CCCCC3)s2)c1	0.1	3	4.5	-1	1	-1	-1	-2	8
CCOCCCn1c(SCC(=O)Nc2ccccc2)nc2ccccc2c1=O	0.0	0	0.7	0	3	12	0	-2	-8
CCOc1cccc(CN2CCC(CCC(=O)NC3CC3)CC2)c1O	-0.1	-4	-3.6	11	-12	6	2	-4	9
CC(C)COC(=O)c1ccc(NC(=O)C2C3C=CC(C3)C2C(=O)O)cc1 (configuration not stated)	0.1	-8	1.9	-1	-2	2	-2	10	11
O=C1C2CCCCN2C(=O)N1CCCCN1CCN(c2cccc(Br)c2)CC1 (configuration not stated)	0.0	-3	2.5	-1	-4	-9	4	14	27
CN1C(C(=O)Nc2cccc(O)c2)=CC(c2ccco2)=NS1(=O)=O	-0.2	-7	1.8	-9	-3	-5	3	0	16
O=C(N/N=C/C(Br)=C/c1ccccc1)c1ccccc1F	0.9	-1	-3.8	-2	2	-11	1	-6	8
Cc1ccc(C(=O)OCC(=O)c2cc(C)n(CC3CCCO3)c2C)cc1 (configuration not stated)	0.3	1	-1.3	-5	5	2	-1	0	13
CN(C)S(=O)(=O)c1ccc(C(=O)/C=C/c2cccnc2)cc1	0.5	-2	1.2	0	-3	7	6	2	8
Cc1onc(-c2c(Cl)cccc2Cl)c1C(=O)c1ccc(F)cc1	0.0	-2	-0.5	-2	2	2	2	-5	2
O=C(Cc1csc(-c2ccccc2)n1)NCc1ccco1	0.0	2	-2.2	-1	6	12	0	7	-2
Cc1ccc2nc(SCC(=O)NCc3ccc4c(c3)OCO4)nc(=O)n2c1	0.0	-2	-0.6	-5	-1	3	-4	8	1
Nc1nc(Cl)cc(Oc2ccccc2F)n1	0.0	2	0.2	-4	3	?	-2	-2	-8
C=CCN1C(=O)C(O)(CC(=O)c2ccccn2)c2ccccc21 (configuration not stated)	-0.3	2	1.4	1	-6	-33	-1	-8	16
CCN(CC)c1ccc(C2N(C(=O)N3CCOCC3)CCN2S(=O)(=O)c2ccc(C)cc2)cc1 (configuration not stated)	0.1	4	0.3	-5	3	1	2	-4	8
COc1ccc(-n2nnnc2SCC(=O)c2cc3ccccc3o2)cc1	0.0	32*	3.0	3	9	-3	-2	-2	-28
COc1ccc(C(=O)C2CCCN(C(=O)c3cccnc3OC)C2)c(C)c1 (configuration not stated)	0.0	1	0.1	-2	2	-7	-4	1	12
CCN(CC)C(=S)NC(=O)C12CC3CC(CC(C3)C1)C2	0.2	1	-1.7	-2	6	2	-1	-3	11
NC(=O)c1c(NC(NC(=O)c2ccco2)C(=O)c2ccc(Cl)cc2)sc2c1CCCC2 (configuration not stated)	0.1	8	3.5	7	13	12	-4	4	20
Further entries
SMILES	Efflux pump inh	TPT1 inhibitor	PP5 inh	PP1 counter	HCV core dimer	GASC-1 inh	CTSL1 counter	LYPLA2 inh	PREPL inh
O=S(=O)(Nc1c(F)cccc1F)c1ccc2c(c1)OCCO2	-0.1	-1	2.8	2	-3	2	1	1	-5
COc1ccc(C(=O)CC(=O)c2ccc(OC)cc2)cc1	-0.1	1	-0.7	0	-3	-31	4	1	5
O=C(c1ccccc1)c1ccc(C(=O)N2CCOCC2)cc1	0.0	-3	0.7	-2	-5	1	0	3	23
Cc1ccc2c(CC(=O)NC3=NCCS3)coc2c1	0.0	-1	0.7	-6	10	1	-6	5	3
O=C(COc1ccccc1)N1CCN(S(=O)(=O)c2ccc(Br)cc2)CC1	0.5	0	-0.5	22*	-17	3	-1	-3	-24
COCC1COS(=O)(=O)NC1(C)C (configuration not stated)	0.0	3	0.6	-3	7	0	2	-1	-1
O=C(O)c1cccc(NC2=C(n3nnc4ccccc43)C(=O)c3ccccc3C2=O)c1	-0.1	-4	1.9	0	-1	2	5	0	-1
CCOC(=O)c1ccc(NC(=O)CSc2nccn2C)cc1	0.0	0	2.6	-1	-6	-4	-2	-6	-4
CCc1ccccc1NC(=S)N(CCN1CCOCC1)Cc1ccccc1F	0.2	1	-1.9	-1	0	-6	-3	6	-2
Cn1c(=O)c2c(nc(NCCOc3ccc(F)cc3)n2C)n(C)c1=O	-0.1	-2	-0.4	-3	3	3	0	2	6
Cc1ccc(-n2c(P(C)(=O)O)nc3ccccc32)cc1	0.6	0	-1.1	3	1	-17	-3	-4	-8
CCCc1cc(=O)c2ccc(OC/C(C)=N/O)cc2o1	-0.1	3	-1.8	-7	3	-8	2	5	-1
CCOc1ccc(NC(=O)CCn2cccc2)cc1	0.0	4	-0.7	0	2	5	-2	0	0
O=C(CCN1CCN(c2ccccc2)CC1)c1ccc(Cl)cc1	0.0	0	-1.6	0	3	-8	3	23	5
CN(C(=O)COC(=O)c1ccccc1SCC(=O)N1CCCC1)c1ccccc1	-0.1	-4	1.3	-1	-6	-1	1	7	25
Cc1cnc(C(=O)OC(C(=O)c2c[nH]c3ccccc23)c2ccccc2)cn1 (configuration not stated)	0.3	5	-0.4	-2	-1	4	-29	-6	4
CC(C)(C)CC(C)(C)NC(=S)N1CCN(Cc2ccc3c(c2)OCO3)CC1	0.0	1	-2.0	0	-7	-1	-2	0	-1
COC(=O)c1ccc(NS(=O)(=O)c2ccc(OC)cc2)cc1	-0.2	1	1.1	-3	-2	19	0	-3	-1
COc1cccc(/C=N/n2nnc3c(cnn3-c3ccccc3)c2=O)c1	0.1	0	2.0	-2	6	-1	0	5	4
CNC(=O)/C(C#N)=C/c1c(N2CCCCCC2)nc2c(C)cccn2c1=O	-0.1	-1	-0.2	-1	9	-6	-1	0	-4
CC(C)C[C@@H](NC(=O)[C@H]1CCCN1C(=O)Cc1ccccc1)C(N)=O	-0.1	-2	-1.6	-1	0	0	0	-1	-3
COc1ccc(/C=N/N2CCN(c3ccc(Cl)cc3)CC2)cc1	-0.2	-3	0.3	-3	1	2	0	-3	1
COC(=O)c1cccc(CN2C(=O)SC(Nc3ccccc3)C2=O)c1 (configuration not stated)	0.0	3	2.6	-4	-3	11	-5	4	-6
CCOc1ccccc1NC(=O)Nc1ccc(CC#N)cc1	-0.1	-1	0.7	-4	-2	-6	1	-1	12
O=C(CCn1c(=S)[nH]c2cc3c(cc2c1=O)OCO3)NCc1cccc(Cl)c1	-0.1	0	-0.8	-4	3	4	-1	1	4

A portion of the library. The share of hits here may be higher or lower than overall.
